Luc counter – counter-screen: inhibitors of Kinase-Glo firefly luciferase; Q27757; Kinase-Glo luciferase, ATP luminescence, 8 min; Potency, µM (top dose mostly 38.3 µM), inactives show at the top dose activity change, negative = inhibition, most hits filed as inhibitors; 200,000 compounds, 0.28% hits; AID 1379; also: % is scaled to controls: 0 for no effect and ±100 for the full control effect; nearly all actives have a fitted effect of over 60% in size
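Kinase-Glo luciferase light output from ATP and luciferin was measured with 10 uM ATP, within the enzyme's linear range. Buffer: 50 mM imidazole pH 7.2, 50 mM KCl, 7 mM MgCl2, 0.01% Tween 20, 0.05% BSA; luminescence read after 8 min at ambient temperature.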
RECQ1 helicase – RECQ1 (human) helicase inhibition. AID 2549. RECQ1 DNA unwinding, red fluorescence kinetic read. P46063. Potency, µM (series often up to 57.3 µM), for the others: at the top dose activity, negative = inhibition, most hits filed as inhibitors. 240,000 compounds, 0.54% hits;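 also: plate controls were vehicle for no effect and no enzyme for full effect; nearly all actives have a fitted effect of over 30% in size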
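RECQ1T1 50 nM; forked duplex (20 bp + 30-nt ss tails) 200 nM, ATP 2 mM final; pH 8.0, 2 mM MgCl2, 2.5 ug/ml poly(dI-dC); 15 min compound preincubation; discontinuous kinetic read over 2 h at RT.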
RGS12 GoLoco inh – RGS12 GoLoco-Gai1 interaction inhibition | P63096 | Gai1:RGS12 GoLoco peptide FP, rhodamine, 10 min | Potency, µM (titrated, usually from 61.6 µM), for the others: at the top dose activity, negative = inhibition, most hits filed as inhibitors | 230,000 compounds, 0.44% hits; active = well fitted inhibition curve with a large enough effect, not every such curve was filed as active; inactive = no such curve, though single readings can be large or run the other way; also: % is scaled to controls: 0 for no effect and ±100 for the full control effect; nearly all actives have a fitted effect of over 30% in size; many of its hits are not listed in these tables
Target sequence (P63096 whole entry, looked up): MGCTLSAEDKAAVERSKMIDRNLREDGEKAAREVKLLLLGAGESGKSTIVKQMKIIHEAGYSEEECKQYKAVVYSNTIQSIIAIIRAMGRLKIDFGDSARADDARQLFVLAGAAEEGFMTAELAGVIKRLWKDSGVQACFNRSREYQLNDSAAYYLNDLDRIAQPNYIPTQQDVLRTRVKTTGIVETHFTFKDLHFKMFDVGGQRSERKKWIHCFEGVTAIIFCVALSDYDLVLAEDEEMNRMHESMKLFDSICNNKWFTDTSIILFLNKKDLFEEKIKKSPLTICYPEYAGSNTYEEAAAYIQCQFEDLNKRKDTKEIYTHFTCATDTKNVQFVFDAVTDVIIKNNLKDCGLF
JMJD2E inh – blocks human JMJD2E demethylase activity; Potency, µM (doses to about 57.1 µM), inactives show top-dose activity change, negative = inhibition, hits mostly inhibitors; 230,000 compounds, 1.6% hits; JMJD2E catalytic domain, FDH-coupled NADH fluorescence (FDH is formaldehyde dehydrogenase); B2RXH2; active = well fitted inhibition curve with a large enough effect, not every such curve was filed as active; inconclusive = small, poorly fitted or top-dose-only effect, or another doubt; inactive = no such curve, though single readings can be large or run the other way;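 also: 0% = wells with enzyme and -100% = buffer wells without enzyme; nearly all actives have a fitted effect of over 50% in size; many of its hits are not listed in these tables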
Target sequence (B2RXH2 1-337 limits assumed): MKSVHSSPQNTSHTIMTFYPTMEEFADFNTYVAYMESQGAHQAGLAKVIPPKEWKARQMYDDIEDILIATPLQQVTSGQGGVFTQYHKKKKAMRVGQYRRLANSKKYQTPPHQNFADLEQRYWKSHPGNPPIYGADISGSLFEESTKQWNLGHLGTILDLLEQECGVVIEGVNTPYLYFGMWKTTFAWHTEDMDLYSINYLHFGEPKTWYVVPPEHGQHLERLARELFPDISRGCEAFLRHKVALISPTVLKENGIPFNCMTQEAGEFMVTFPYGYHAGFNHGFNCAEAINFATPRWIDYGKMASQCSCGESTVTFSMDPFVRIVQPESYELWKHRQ
IMPase Li cell – IMPase inhibition in cells with lithium potentiation; CHO-M1 cells, IP1 TR-FRET (IP-One), carbachol + lithium; Potency, µM (titrated, usually from 59.4 µM), for the others: at the top dose activity, negative = IMPase inhibition, actives largely listed as inhibitors; 210,000 compounds, 0.35% hits;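 also: IP1 builds up when IMPase is blocked and the TR-FRET signal falls; plate controls were basal vehicle for no effect and high inhibitor control for full effect; nearly all actives have a fitted effect of over 50% in size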
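CHO cells stably expressing M1 receptor (2000/well) were cultured 16–30 h, then exposed to compounds with a small lithium addition for 30 min at 37C. IP1 was measured by TR-FRET competition; AC50 from Hill fits.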
NPSR antagonist – antagonists of human neuropeptide S receptor cAMP signaling; AID 1461; 220,000 compounds, 1% hits; CHO-NPSR cells, cAMP TR-FRET, antagonist mode; Potency, µM (doses to about 38.3 µM), for the others: at the top dose activity change, negative = inhibition, actives largely listed as inhibitors; Q6W5P4; also: % is scaled to controls: 0 for no effect and ±100 for the full control effect; nearly all actives have a fitted effect of over 50% in size; many of its hits are not listed in these tables
Target sequence (Q6W5P4 whole entry, looked up): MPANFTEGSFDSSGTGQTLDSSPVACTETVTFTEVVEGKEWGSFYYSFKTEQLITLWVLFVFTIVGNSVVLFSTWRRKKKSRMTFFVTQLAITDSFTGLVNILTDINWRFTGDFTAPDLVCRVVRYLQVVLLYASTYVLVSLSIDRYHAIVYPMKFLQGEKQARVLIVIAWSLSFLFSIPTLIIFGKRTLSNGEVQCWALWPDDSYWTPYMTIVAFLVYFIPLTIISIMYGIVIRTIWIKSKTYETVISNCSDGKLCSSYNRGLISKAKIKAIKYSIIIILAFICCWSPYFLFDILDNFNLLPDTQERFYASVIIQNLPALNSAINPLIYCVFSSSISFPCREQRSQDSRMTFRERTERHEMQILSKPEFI
Epigenetic derep – regulators of epigenetic silencing causing reporter derepression in mouse cells; 280,000 compounds, 0.2% hits; AID 1865; murine LDR cells, GFP reporter derepression, 30 h; Potency, µM (titrated, usually from 53.9 µM), inactives show top-dose GFP activation, hits mostly activators; also: % of control where 0% means no effect; nearly all actives have a fitted effect of over 60% in size
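In this reporter-derepression format, murine cells bearing a silenced integrated CMV-GFP locus incubate with test compound (30 h, 37 C), then are washed and imaged; fluorescent objects of 20–120 um count as induced cells.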
SMN2 splice up – SMN2 splice variant enhancement; HEK293 SMN2-luciferase splicing reporter, luminescence, 30-36 h; Potency, µM (titrated, usually from 46.1 µM), without a hit: at the highest dose activity change, positive = activation, usual class: activators; 210,000 compounds, 2.8% hits; AID 1458; also: % of control where 0% means no effect; nearly all actives have a fitted effect of over 55% in size
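HEK293 cells carry an SMN2 minigene-luciferase reporter in which exon 7 inclusion puts luciferase in frame. Cells were seeded at 2000 cells/well, attached for 10-12 hours, then exposed to compounds for 30-36 hours at 37C before ONE-Glo luminescence.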
Numbers without * were called inactive; i = inactive; u = inconclusive; x = no result given; & = joins results of further samples; [ ] = dose if it differs, or a comment. Unless noted, calls follow the shape of the dose curve; as a rule, active = well fitted curve in the direction sought with a large enough effect; inconclusive = small, poorly fitted or top-dose-only effect, or another doubt; inactive = no such curve, though single readings can be large; an effect the other way counts as inactive or inconclusive. Potency is read from the fitted curve at half-maximal effect. Not all compounds are listed; the hit share may differ from the screen's.

SMILES | Luc counter | RECQ1 helicase | RGS12 GoLoco inh | JMJD2E inh | IMPase Li cell | NPSR antagonist | Epigenetic derep | SMN2 splice up
CC(=O)Nc1ccc(OCC(O)CN2C(C)(C)CC(O)CC2(C)C)cc1 (stereo not given) | 0.9% | -9.3% | 6.1% | 4.6% | 9.4% | -3.0%[46.1 µM] | 0.0% | 4.0%
CCCCN(Cc1ccccc1)C(=O)C1CCN(S(=O)(=O)c2c(C)noc2C)CC1 | -0.4% | i | -2.1% | 1.5% | 25.2%[38.3 µM] | 0.4%[46.1 µM] | 1.8% | -10.7%
CC1(C)CC(NC(=O)C2CCCCC2C(=O)O)CC(C)(C)N1 (stereo not given) | -0.5% | -4.9% | -3.4% | 3.0% | -4.0%[38.3 µM] | -7.2%[46.1 µM] | 0.8% | -3.2%
O=C(NC1(C(=O)O)CCCC1)c1ccccc1 | -0.5%[7.66 µM] | x | -4.7%[14.2 µM] | x | -12.8% | x | x | -0.3%[9.22 µM]
C/C(=N\Nc1nc2ccccc2[nH]1)c1ccc([N+](=O)[O-])cc1 | x | 6.3% | 3.5% | 4.7% | x | -4.2% | 0.0% | x
CC(C)(C)NC(=O)COC(=O)c1nsc(Cl)c1Cl | -0.2% | -2.0% | 1.9% | 0.4% | -0.6% | -6.3%[46.1 µM] | 0.0% | 12.5%
COc1ccc(CN(Cc2nc3ccccc3c(=O)[nH]2)C(=O)C(C)(C)C)cc1 | 1.4% | i | 0.0% | -4.9% | 2.2%[38.3 µM] | -7.3%[46.1 µM] | 0.0% | -12.3%
Cc1nc(NCCN)c(C#N)c2c1COC(C)(C)C2 | 1.7% | 4.7% | 9.7% | u | 7.0% | 0.3% | -0.1% | -8.0%
Cc1ccc(Nc2nc(N)nc(CN3CCCCCC3)n2)cc1 | 0.8% | 3.7% | 12.5% | -23.2% | -10.7%[38.3 µM] | -13.9%[46.1 µM] | -0.8% | 8.7%
COc1cc(CNCc2ccncc2)cc(Br)c1OCc1ccccc1F | -0.2% | -11.7% | -3.0% | -4.1% | 13.1%[38.3 µM] | u | -1.0% | -61.9%[inhibitor]
O=C(Cn1cnc2c(cnn2-c2ccc(F)cc2)c1=O)NCC1CCCO1 (stereo not given) | 0.0% | i | 1.7% | 3.8% | 8.2%[38.3 µM] | 0.7%[46.1 µM] | -1.1% | -8.2%
Cn1c(CNc2nc3ccccc3n2C)nc2ccccc21 | -4.8% | -2.8% | -3.7% | 2.2% | -9.3%[38.3 µM] | -0.9%[46.1 µM] | -3.9% | u
CC(C)C(C(=O)Nc1ccccc1)N1C(=O)c2ccccc2C1=O (stereo not given) | 2.7% | -2.8% | -7.2% | 4.4% | 13.2% | -5.0%[46.1 µM] | 0.0% | -4.2%
COc1cccc(C(=O)CSc2nc3cccnc3n2C)c1 | 2.3% | -6.7% | 13.0% | -8.1% | u | -5.8%[46.1 µM] | -2.0% | -5.0%
CCOCCCNCc1cccc(OC)c1 | 1.1% | -7.3% | -0.4% | u | 12.0% | -3.2%[46.1 µM] | -13.6% | -0.8%
N/C(=N\OC(=O)Cc1cccs1)c1ccc(Cl)cc1 | x | -7.1% | 1.7% | -5.8% | x | 6.9% | 0.0% | x
Cc1ccccc1OCc1nc(-c2ccc(-n3cccc3)cc2)no1 | 1.9% | -1.2% | 7.9% | -1.7% | 4.3%[38.3 µM] | -9.1%[46.1 µM] | 0.9% | -28.6%
CCC(Sc1nc(C)cc(C)n1)C(=O)Nc1ccc(Cl)cn1 (stereo not given) | 8.7% | -2.6% | 6.1% | -5.8% | 9.4% | -8.6%[46.1 µM] | 2.1% | -37.1%[inhibitor]
Cc1ccc(NC(=O)CSc2nc(N)c3c4c(sc3n2)CSC(C)(C)C4)cc1 | -4.8% | -9.6% | 11.1% | 34.2%[activator] | -4.3% | -38.4% | -1.3% | -29.1%
COc1cccc(N2C(=O)C3NN=C(C(=O)CN4C(=O)c5ccccc5C4=O)C3C2=O)c1 (stereo not given) | x | -12.4% | 13.0% | -1.2% | x | -23.1% | 5.4% | x
O=S(=O)(NCCc1ccc(F)cc1)c1cccc2cccnc12 | -5.0% | 14.2% | 8.8% | -7.2% | 2.6% | -19.1% | u | 3.2%
CC(C)n1c(CCC(=O)O)ccc1-c1ccccc1 | 0.5% | -2.1% | -0.4% | u | -2.9%[38.3 µM] | 0.0%[46.1 µM] | 1.9% | -5.4%
CCCCOc1cccc(-c2nnc(N)s2)c1 | 1.7% | -11.7% | 15.7% | -8.2% | -3.3%[38.3 µM] | -8.0%[46.1 µM] | -1.1% | u
Cc1cc(C(=O)Cn2nc(C(=O)O)c3ccccc3c2=O)c(C)n1CCc1ccc(F)cc1 | x | i | 7.1% | -6.0% | x | u | 1.2% | x
CCn1c(=O)c(C(=O)CN2CCN(S(=O)(=O)c3ccccc3)CC2)c(N)n(Cc2ccccc2)c1=O | 1.5% | 2.5% | 5.7% | 4.4% | 8.9% | -23.5% | -0.4% | 1.8%
SMILES | Luc counter | RECQ1 helicase | RGS12 GoLoco inh | JMJD2E inh | IMPase Li cell | NPSR antagonist | Epigenetic derep | SMN2 splice up
CCN(C(=O)C(C)Cl)c1ccccc1 (stereo not given) | -0.8% | -12.0% | -4.2% | 3.6% | 7.2% | 14.3% | -0.8% | 2.1%
Cc1ccc(OCCCC(=O)Nc2nncs2)cc1 | 1.7% | i | 12.4% | -0.7% | 3.5%[38.3 µM] | -0.1%[46.1 µM] | 4.2% | -8.5%
COc1ccc2[nH]cc(C(=O)CN3CCCCC3C)c2c1 (stereo not given) | 9.2% | -3.5% | 9.9% | u | -5.1%[38.3 µM] | -3.8%[46.1 µM] | 3.6% | -5.7%
Cc1cc(NC(=O)c2ccccc2)nc(C)n1 | x | 12.6% | 0.5% | 11.9% | x | -13.5% | -0.3% | x
CCOc1ccc(NC(=O)N2CCN(c3nc4ccccc4s3)CC2)cc1 | -0.9% | -11.5% | 6.4% | 13.0% | -26.7%[38.3 µM] | -4.9%[46.1 µM] | -1.7% | -49.9%[inhibitor]
CCN(Cc1ccccc1)c1ccc(/C=N/NS(=O)(=O)c2cccc([N+](=O)[O-])c2)cc1 | -0.5% | -4.4% | 21.1% | u | 2.6% | -26.0% | -1.9% | -15.0%
COc1ccc(-c2c(C)oc3cc(O)cc(O)c3c2=O)cc1OC | 0.1% | -8.3% | 2.4% | -2.8% | 25.4%[38.3 µM] | -17.4%[46.1 µM] | -0.8% | -0.1%
CCCN(CCC)C1Sc2ccc(C(=O)OC)cc2NC1=O (stereo not given) | -2.9% | i | -10.5% | 10.0% | 37.0%[activator][38.3 µM] | -27.0%[46.1 µM] | -1.5% | -1.4%
COc1ccc(CNC(=O)COC(=O)c2cc(-c3ccco3)nc3ccccc23)cc1 | -1.0% | 11.2µM* | 12.1% | u | 24.4%[38.3 µM] | -9.2%[46.1 µM] | -3.9% | 11.8%
Oc1ccccc1-c1cc(-c2cccc(F)c2)n[nH]1 | -2.1% | -6.3% | 0.6% | -2.4% | 2.9%[38.3 µM] | -9.7%[46.1 µM] | 0.5% | u
COC(=O)c1sccc1NC(=O)Nc1cccc(C)c1 | x | -11.5% | -8.4% | -26.0% | 2.7% | 26.6% | 7.2% | x
Cc1nnsc1C(=O)N1CCCC(C(=O)c2ccc(C(F)(F)F)cc2)C1 (stereo not given) | x | i | -6.1% | 7.1% | 4.0% | 3.3% | -0.1% | x
CC(C)(C)c1ccc(COc2ccsc2C(=O)O)cc1 | 0.1% | 4.6% | 1.5% | 4.4% | -11.7% | -23.2% | -4.1% | 16.1%
Cc1cc2cc(CNC(=S)Nc3ccc(OC(F)(F)F)cc3)ccc2n1C | -2.4% | -20.5% | 6.6% | 4.4% | -5.2% | -49.1% | 1.1% | -42.3%[inhibitor]
Cc1csc(NC(=O)CSc2nc3ccccc3c3c2CCCC3)n1 | 1.2% | -3.4% | -4.5% | -4.2% | 6.6% | -37.8% | -1.0% | -44.7%[inhibitor]
CCC(=O)n1nc(-c2ccc(OC)cc2)nc1NCc1cccs1 | 0.7% | i | 0.0% | -3.5% | 6.2% | -31.3% | -0.4% | x
O=C(CCc1nnc(Cc2ccc(-c3ccccc3)cc2)o1)NCC1CC1 | 1.6% | -7.0% | 4.7% | 0.6% | 15.2% | 11.9% | -0.1% | x
CC(C(=O)Nc1ccncc1)(c1ccccc1)c1ccccc1 | 0.8% | i | 8.2% | 4.2% | 10.4% | -24.1% | -2.3% | -5.3%
CC(=O)Nc1cccc(O)c1 | -2.7% | -1.1% | 6.0%&14.3% | -0.2% | -0.9%&-13.3% | x | -0.3% | 23.8%&-6.3%
O=C(Nc1ccccc1C1CC1)c1cccs1 | -3.3% | -17.4% | 7.7% | 1.6% | -12.3%[38.3 µM] | -5.8%[46.1 µM] | -3.1% | -10.1%
Cc1c(-c2ccccc2)nc2ccccc2c1C(=O)NCc1cccs1 | 0.3% | -6.5% | 9.8% | 3.2% | 8.5% | -3.1% | 0.0% | -20.3%
O=C(Nc1ccc2c(c1)OCO2)C1CCN(S(=O)(=O)Cc2ccccc2)CC1 | -0.3% | i | -3.2% | -5.2% | -0.4%[38.3 µM] | -10.4%[46.1 µM] | -0.5% | 12.5%
CCOC(=O)c1ccc(NC(=O)NCCc2ccccc2OC)cc1 | -6.2% | 19.9% | 12.6% | 2.9% | 17.4% | 21.4% | 3.6% | -41.8%[inhibitor]

Part of the list above, showing only RECQ1 helicase and Luc counter.
| Compound | RECQ1 helicase | Luc counter |
| --- | --- | --- |
| Cc1cc2cc(CNC(=S)Nc3ccc(OC(F)(F)F)cc3)ccc2n1C | -20.5% | -2.4% |
| Cc1csc(NC(=O)CSc2nc3ccccc3c3c2CCCC3)n1 | -3.4% | 1.2% |
| CCC(=O)n1nc(-c2ccc(OC)cc2)nc1NCc1cccs1 | i | 0.7% |

Screening data (PubChem)
